# From PubChem
# NR2E3 ag-1 – agonists of human NR2E3 nuclear receptor; CHO-S Gal4-NCOR/VP16-NR2E3 two-hybrid, luciferase; AID 602229; Q9Y5X4; 360,000 tested, 0.35% active; inhibition of corepressor binding, % at 3.98 µM;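 active means inhibition above the mean of all tested compounds plus 3 SD, cut at about 70% in these data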;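 further: 0% = DMSO with NR2E3 transfected cells and 100% = cells lacking NR2E3 construct; higher means lower luciferase signal from less NR2E3 corepressor binding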
# Target sequence (Q9Y5X4 whole entry, looked up, the tested form may be a part): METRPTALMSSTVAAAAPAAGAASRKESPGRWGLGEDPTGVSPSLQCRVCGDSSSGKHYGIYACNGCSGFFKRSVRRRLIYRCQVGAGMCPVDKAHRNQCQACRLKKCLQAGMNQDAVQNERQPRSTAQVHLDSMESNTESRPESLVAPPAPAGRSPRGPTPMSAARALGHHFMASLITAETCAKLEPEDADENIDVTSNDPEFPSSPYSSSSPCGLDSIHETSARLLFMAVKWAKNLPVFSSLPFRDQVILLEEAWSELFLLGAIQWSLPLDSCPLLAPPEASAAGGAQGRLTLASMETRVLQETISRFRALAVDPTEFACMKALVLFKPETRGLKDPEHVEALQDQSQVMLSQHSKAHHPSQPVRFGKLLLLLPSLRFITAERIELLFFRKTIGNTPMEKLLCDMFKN
# Shn3 inh set2 – inhibitors of Schnurri-3 3'UTR reporter in osteoblasts. Clone20 osteoblast Shn3 3'UTR firefly luciferase, 24 h. inhibition, % at 12.5 µM. 360,000 tested, 0.52% active. AID 588674;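 active means mean inhibition of at least 75% with every replicate also reaching 75%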;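 further: 0% = median of neutral control wells and 100% = pilot-screen positive control compound; some compounds past the cut are filed as inactive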
# NR2E3 ag-2 – NR2E3 (human) agonism; Q9Y5X4; GST-NR2E3/biotin-RetCOR TR-FRET, 1536-well; inhibition of corepressor binding, % at 4.78 µM; 320,000 tested, 0.12% active; AID 2300;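 active means percent inhibition above the cutoff of mean plus 3 SD of all tested compounds, set per screening campaign, cut at about 20% in these data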;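 further: 0% = DMSO wells and 100% = biotin wells as full block of FRET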
#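 System: GST-tagged NR2E3 plus biotinylated RetCOR corepressor; Amount: 1.35 nM GST-tagged NR2E3 final; Dosing: single nominal compound dose of 4.8 µM; Schedule: 5 h incubation at 4 °C; Technique: TR-FRET with europium anti-GST and streptavidin-D2, 340 nm excitation; Controls: biotin wells as high control, 0.6% DMSO wells as low control.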
# TRPM1 prom inh – inhibitors of MITF-driven TRPM1 promoter in melanoma cells; 330,000 tested, 0.83% active; SK-MEL-5 TRPM1 promoter luciferase, 24 h; inhibition, % at 12.5 µM;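 active means mean inhibition across replicates of 60% or more, whatever share of single replicates reaches that level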; further: values of inactives mirror those of a sister screen read the other way
# KKLEB cytotox – counter-screen for CF NF-kB inhibitors: cytotoxicity; KKLEB CF airway cells viability, ATPlite luminescence, overnight; active compounds read low; cells stimulated with P. aeruginosa culture filtrate; activity change (cytotoxicity), % at 5 µM; 360,000 tested, 0.36% active; AID 602141;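 active means corrected activity change at or below -50% at 5 µM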
# TROY NFkB inh – blocks TROY-dependent signaling in reporter cells; Q293 LMP1-TROYcd NF-kB luciferase reporter, 4 h; inhibition, % at 10 µM; 360,000 tested, 0.98% active;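 active means compounds whose plate-normalised and pattern-corrected inhibition of the luciferase reporter signal at the single screening dose is 50% or more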
# TWEAK-Fn14 inh – TWEAK-Fn14 signaling inhibition | inhibition, % at 10 µM | AID 1159606 | TWEAK-stimulated Fn14 reporter cells, luciferase luminescence, 8 h | 360,000 tested, 2% active; in the data active means inhibition above about 50%
# CF NFkB inh – inhibitors of cystic fibrosis induced NF-kB. inhibition, % at 5 µM. KKLEB NF-kB-GFP reporter, PAF-induced, GFP fluorescence overnight. 360,000 tested, 0.86% active. AID 588850;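 active means at least 50% inhibition at 5 µM, scaled per plate between neutral and stimulator controls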;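 further: PAF is a Pseudomonas aeruginosa culture filtrate used as stimulus; plate controls were PAF-stimulated DMSO wells for no effect and unstimulated DMSO wells for full effect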
# HIF-2a inh – HIF-2a inhibition; 786-0 RCC cells HIF-2a reporter, luciferase luminescence, overnight; inhibition, % at 18.8 µM; 360,000 tested, 0.72% active;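 active means inhibition of the luminescence signal of 40% or more relative to plate controls, in a single-dose primary screen at 18.75 µM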
# TRAIL sens C8 – caspase-8 TRAIL sensitization | NB7+C8 cells + TRAIL, ATPlite viability luminescence | inhibition (viability loss, TRAIL sensitization), % at 10 µM | 360,000 tested, 1% active;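 active means compounds causing at least 50% loss of cell viability in the single-dose screen, relative to plate controls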
# Peg3 promoter – reduces Peg3 promoter-driven luciferase expression in HeLa. HeLa PEG-Prom luciferase reporter, luminescence, overnight. inhibition, % at 20 µM. 360,000 tested, 1.7% active. AID 588405;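 active means inhibition of at least 50% at 20 µM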
# An asterisk follows results filed as active; x = not tested or not shown. These rows are one share of the data, so the mix of outcomes need not match the whole.
SMILES,NR2E3 ag-1,Shn3 inh set2,NR2E3 ag-2,TRPM1 prom inh,KKLEB cytotox,TROY NFkB inh,TWEAK-Fn14 inh,CF NFkB inh,HIF-2a inh,TRAIL sens C8,Peg3 promoter
O=C(NCCc1cccs1)C1CC(c2ccccc2F)=NO1 (configuration not stated),-88,-50,3,-22,-1,-58,-5,-13,-108,0,-106
CCC(=O)N(C)C[C@@H]1Oc2cc(Br)ccc2S(=O)(=O)N([C@@H](C)CO)C[C@@H]1C,-19,13,x,x,8,-8,-8,9,4,5,5
CC(=O)Nc1ccccc1OCc1cnc(Cl)s1,-14,40,0,-5,9,10,-7,5,5,-11,7
CCOc1ccc(C(=O)NC(C)CCc2ccccc2)cc1 (configuration not stated),-29,-4,3,-17,0,-19,-8,7,-60,2,-20
O=C(NCCc1ccccc1)c1ccc(-c2cccnc2)c2ccoc12,-98,-83,x,x,0,-12,4,8,-260,7,-257
Cc1cc(N)c2cc(NC(=O)/C=C/c3ccccc3Cl)ccc2n1,0,x,2,100*,-30,81*,34,19,96*,95*,104*
O=C(NCc1cccc(F)c1)c1cccc2c1C(=O)c1ccc(N3CCCC3)cc1S2(=O)=O,19,6,x,-6,4,-9,-3,-22,-39,2,-3
CCOC(=O)C1CCCN(C(=O)c2cccc(S(=O)(=O)N3CCCC3)c2)C1 (configuration not stated),-5,11,-3,2,18,14,0,-19,4,-1,-4
COc1ccc(N2CCN(S(=O)(=O)c3cccc(C(F)(F)F)c3)CC2)cc1,14,-8,0,6,2,10,-9,-4,18,-15,18
COc1cccc2cc(C(N)=O)oc12,1,-15,2,-8,-7,-5,3,5,-17,-2,-20
C=CCNS(=O)(=O)NC(=O)C1=C(N2CCCC2)COC1=O,8,-4,x,-10,1,4,0,-2,2,0,5
CSCCC(NC(=O)c1ccc(Cl)cc1Cl)C(=O)N1CC(C)OC(C)C1 (configuration not stated),-27,-11,1,-2,0,8,-14,-15,5,-11,-7
CCOc1ccc(C2CC(=O)NC3=C2C(=O)CCC3)cc1Cl (configuration not stated),-10,-13,-1,-3,3,1,9,6,5,-10,1
Cc1ccc(S(=O)(=O)NCC2CCC(C(=O)NCCCN3CCCC3=O)CC2)cc1 (configuration not stated),-8,-2,-1,-6,-4,-4,3,2,-2,-3,13
CN(Cc1cccc(Cl)c1Cl)C(=O)CCNC(=O)c1ccco1,26,11,x,1,-5,8,-7,0,-3,-1,5
O=[N+]([O-])c1cc(Cl)ccc1N1CCOCC1,-15,-4,-4,3,4,5,13,0,10,-6,2
COc1cc(OC)cc(-c2nc(=S)n3ccsc3n2)c1,6,-7,2,7,4,-26,-5,2,11,-7,3
Cc1ccc2oc(=O)c3cc(C(=O)NCCCN4CCc5ccccc5C4)sc3c2c1,19,-5,-1,6,11,-9,-20,2,15,-1,7
COc1cccc(NC(=O)CCC(=O)Nc2cc(OC)c(NC(=O)c3cccs3)cc2OC)c1,-14,5,x,4,-3,-8,12,12,-1,-4,12
CCOCCCNC(=O)c1cc(-c2ccc(Br)s2)nc2ccccc12,-19,6,-46,-5,-2,-22,-19,-8,-8,-4,12
O=[N+]([O-])c1ccc(-n2ccnc2)cc1,-17,14,1,-2,2,5,-26,4,13,2,8
O=C(NNC(=S)Nc1ccc(F)cc1)c1cccc([N+](=O)[O-])c1,-38,1,-6,-5,-8,-20,13,-5,-135,-2,-33
COc1ccc(N2C(=O)C3C(C2=O)C2C=CC3C23CC3)c([N+](=O)[O-])c1 (configuration not stated),-13,-16,4,6,4,16,-5,-20,23,3,2
COc1ccc(OC(C)C(=O)NC2CCCCCC2)cc1 (configuration not stated),2,9,-1,6,10,13,6,-23,-2,-13,1
S=c1[nH]nc(-c2ccc(Br)cc2)n1-c1ccc(Br)cc1,-21,-14,4,-5,-7,9,6,-11,11,-12,21

# The last two compounds of the part before open the next one:
SMILES,NR2E3 ag-1,Shn3 inh set2,NR2E3 ag-2,TRPM1 prom inh,KKLEB cytotox,TROY NFkB inh,TWEAK-Fn14 inh,CF NFkB inh,HIF-2a inh,TRAIL sens C8,Peg3 promoter
COc1ccc(OC(C)C(=O)NC2CCCCCC2)cc1 (configuration not stated),2,9,-1,6,10,13,6,-23,-2,-13,1
S=c1[nH]nc(-c2ccc(Br)cc2)n1-c1ccc(Br)cc1,-21,-14,4,-5,-7,9,6,-11,11,-12,21
CC[C@H](C)C(N)c1cn([C@@H](CC(N)=O)C(=O)N2CCNCC2)nn1 (some centres not stated),0,-19,1,-11,-11,2,12,11,13,-1,6
COc1ccc2c(c1)c(=O)oc1cc(OCC(=O)NCC3CCC(C(=O)O)CC3)ccc12 (configuration not stated),-26,-16,0,-11,8,-17,-34,-13,-34,0,-10
O=C(COC(=O)c1ccc(CO)cc1)Nc1ccc(OC(F)F)cc1,1,13,8,2,1,-9,7,0,7,-5,9
CCOC(=O)c1[nH]c(C)c(C(=O)C(C)C)c1C,-34,-30,3,-55,-2,-21,-20,19,-89,6,-116
CCOC(=O)c1sc(=S)n(-c2cc(F)ccc2F)c1N,-5,-2,0,4,-14,-9,-11,-5,-35,-18,16
O=C(Nc1cccc(C(F)(F)F)c1)c1ccc2nc(-c3ccco3)c(-c3ccco3)nc2c1,-1,14,3,-4,-14,15,35,1,5,8,50*
CCc1nonc1NC(=O)c1oc2ccc(Br)cc2c1C,-21,-48,1,-26,-20,-49,-16,4,-75,6,-44
Cc1ccc(C)c(C(O)c2ncc(-c3cccc(F)c3)[nH]2)c1 (configuration not stated),-20,5,x,x,3,-10,11,18,7,-5,1
COc1ccc(NC(=O)C2CC(=O)N/C(=N/N=C/c3ccco3)S2)cc1 (configuration not stated),-20,-14,-1,x,1,-3,8,15,13,-7,3
COCCNC(=S)N/N=C(\C)c1cc2ccccc2o1,-14,-8,0,-1,-4,-29,-14,1,-84,1,-114
C[C@H](NS(=O)(=O)c1ccccc1)C(=O)OCC(=O)NC(=O)Nc1ccc2c(c1)OCCO2,-28,-43,1,-5,-10,-28,-3,7,-86,-2,-69
Cc1cc(C(=O)NCc2ccccc2)c(=O)[nH]c1C,-3,2,-3,-1,12,-17,-13,6,-6,28,-29
COC(=O)C1=C(C)N(CCC2=CCCCC2)C(=O)C1,-24,-12,0,-1,-3,6,1,5,22,13,-4
CC1CCN(c2c(NCC3CCC(C(=O)N4CCc5ccccc5C4)CC3)c(=O)c2=O)CC1 (configuration not stated),4,-8,1,x,-17,1,-28,-5,23,-1,33
CCOC(=O)c1sc(NC(=O)CSc2nc(C)cc(-c3ccccc3)n2)c(C#N)c1C,-5,-11,1,10,-13,9,-3,8,8,6,-1
O=C(CN1C(=O)NC2(CCCC2)C1=O)Nc1cccc(C(F)(F)F)c1,-23,-5,0,11,2,-3,-10,9,1,5,20
CCC(CC)C(=O)NCCc1cc2cc(C)c(C)cc2[nH]c1=O,-3,-3,2,-6,8,-4,8,3,3,3,-3
CN(CC(=O)Nc1ccccc1Cl)C(=O)c1ccc(-c2cccc(C(F)(F)F)c2)o1,13,-6,2,-14,1,-7,3,12,-44,6,-50
Oc1ccc(C=NNC(=S)Nc2ccccc2)nc1,-29,77,x,x,-18,-40,20,30,-140,17,-50
O=C(Cn1c(SCC(=O)NC2CCCC2)nnc1-c1ccncc1)Nc1ccc2c(c1)OCO2,-32,-24,-2,8,-12,-10,-13,2,20,3,-2
CC(NC(=O)COC(=O)c1ccccc1SCC(=O)N1CCCC1)c1ccccc1 (configuration not stated),-11,44,0,-11,5,5,-5,-5,-14,-6,11
CCc1n[nH]c(=S)n1/N=C/c1cc(Br)c(OC)cc1OC,-9,-8,-3,-15,1,20,0,12,11,17,9
CCOc1ccc(S(=O)(=O)NCCSCc2ccco2)cc1,-3,-11,4,10,1,0,11,-1,7,16,14
CCn1c(/C=C2\C(=O)N(C(C)C)c3ccccc32)nc2ccccc2c1=O,-1,9,1,12,1,8,15,-1,22,21,35
CNc1nc2ccccc2n1N,0,1,-2,9,-5,3,10,0,14,-3,5

# Record cards, from the list above. Values in the order: NR2E3 ag-1 | Shn3 inh set2 | NR2E3 ag-2 | TRPM1 prom inh | KKLEB cytotox | TROY NFkB inh | TWEAK-Fn14 inh | CF NFkB inh | HIF-2a inh | TRAIL sens C8 | Peg3 promoter
# Listed for `CN(CC(=O)Nc1ccccc1Cl)C(=O)c1ccc(-c2cccc(C(F)(F)F)c2)o1` → 13 | -6 | 2 | -14 | 1 | -7 | 3 | 12 | -44 | 6 | -50
# Listed for `CCc1n[nH]c(=S)n1/N=C/c1cc(Br)c(OC)cc1OC` → -9 | -8 | -3 | -15 | 1 | 20 | 0 | 12 | 11 | 17 | 9

# (next part)
SMILES,NR2E3 ag-1,Shn3 inh set2,NR2E3 ag-2,TRPM1 prom inh,KKLEB cytotox,TROY NFkB inh,TWEAK-Fn14 inh,CF NFkB inh,HIF-2a inh,TRAIL sens C8,Peg3 promoter
O=C1CCC(/C=C/c2ccccc2)=NN1Cc1ccccc1Cl,13,4,2,5,-4,-2,4,7,16,-11,25
COc1cc(/C=N/NC(=O)c2csc3c2CCCC3)cc(OC)c1O,-20,-6,-1,-3,3,-37,-29,1,12,-10,-1
CCNC(=S)NNC(=O)c1c(Cl)c(C)nn1C,-22,5,-2,11,1,6,1,9,6,-14,-3
CCc1ccc(C(=O)NCc2ccc(Cl)cc2)cc1,-40,-7,-4,-35,-14,-34,-9,-9,-113,-12,-81
Cc1ccc(N(CC(=O)N2CCOCC2)S(C)(=O)=O)cc1C,-24,-6,2,-4,-5,4,2,-12,13,-18,8
O=[N+]([O-])c1ccc2c(c1)Cc1cc(F)ccc1-2,-17,2,x,12,-7,-29,-28,-54,-29,-17,-8
CC(C)=CCN1CCN(Cc2cccn2-c2ccccn2)CC1CCO (configuration not stated),12,-13,-1,-8,-9,-14,-7,12,3,-9,-54
COc1ccc(CNC(=O)CSc2nccn(-c3ccc(F)c(F)c3)c2=O)cc1,-6,-15,-1,2,0,-22,-2,1,-12,1,-7
O=C(c1cccs1)N(c1ccc(Cl)cc1)C1C=CS(=O)(=O)C1 (configuration not stated),0,5,-1,-6,-2,-20,2,21,13,23,7
CC(C)CCN(C(=O)CNC(=O)c1ccco1)C(C(=O)NC1CCCCC1)c1cccnc1 (configuration not stated),-14,-3,3,5,9,4,41,-26,1,-6,-1
Cc1ccccc1CN1CCNC(=O)C1CC(=O)NCCC1=CCCCC1 (configuration not stated),-27,0,3,-9,-9,-3,-7,7,-7,-6,8
Cc1cc(-c2ccccc2)nc(N2CCN(c3ccccn3)CC2)n1,-14,-11,-2,9,5,21,-3,-9,-19,4,23
COc1ccc(Cl)cc1NC(=O)CN(C)C(=O)CSc1ccc2c(c1)OCCO2,11,8,0,2,-16,-5,-5,1,6,-3,17
C#CCOC(=O)CN1C(=O)c2cccc3cccc(c23)C1=O,-16,-16,-4,4,-1,-56,11,-37,-93,-10,-15
CCOC(=O)c1sc2nc3c(cc2c1N)COC(C)(C)C3,-111,-100,1,-85,6,-50,-6,-3,-252,13,-309
CCn1cc(C(=O)NC(=S)Nc2cccc(O)c2)cn1,-24,-30,-2,-33,4,-64,-16,-13,-127,16,-114
Cc1nc2ccc(NC(=O)c3ccc([N+](=O)[O-])cc3)cc2[nH]1,-15,-34,4,-30,3,-17,-49,-24,-156,8,-100
